# Source: PubChem (several laboratories)
# CTSL1 counter: blocks F. hepatica cathepsin L1 in PFM18AAP counter-screen | recombinant F. hepatica cathepsin L1, Z-Leu-Arg-MCA fluorescence | inhibition, % at 5.96 µM | actives 0.49% (n = 300,000) | AID 1906;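 active = inhibition above the mean of all tested compounds plus 3 SD, set per screening campaign, cut at about 17% in these data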;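 note: 0% = plate median of test compound wells and 100% = 1 µM Z-Phe-Ala-diazomethylketone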
# JMJD2C inh: blocks human GASC-1 demethylase activity | Q9H3R0 | GST-JMJD2C(1-420) H3K9me3 demethylation, DELFIA europium | inhibition, % at 2.35 µM | actives 0.069% (n = 330,000);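 active = more than half of a compound's replicate wells show inhibition beyond 50%, single wells judged on their own value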;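 note: signal counts dimethyl H3K9 product captured on neutravidin plate; 0% = median of DMSO wells and 100% = 0.3 times that DMSO median; strong numbers were not always called active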
# PP5 primary: blocks human protein phosphatase 5 activity; purified PP5c, OMFP substrate fluorescence; inhibition, % at 6.7 µM; actives 0.18% (n = 320,000);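 active = inhibition above the campaign's mean inhibition across all tested compounds plus 3 SD, cut at about 9.5% in these data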;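 note: 0% = DMSO only and 100% = 100 µM cantharidin control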
# Target sequence (P53041 whole entry, looked up): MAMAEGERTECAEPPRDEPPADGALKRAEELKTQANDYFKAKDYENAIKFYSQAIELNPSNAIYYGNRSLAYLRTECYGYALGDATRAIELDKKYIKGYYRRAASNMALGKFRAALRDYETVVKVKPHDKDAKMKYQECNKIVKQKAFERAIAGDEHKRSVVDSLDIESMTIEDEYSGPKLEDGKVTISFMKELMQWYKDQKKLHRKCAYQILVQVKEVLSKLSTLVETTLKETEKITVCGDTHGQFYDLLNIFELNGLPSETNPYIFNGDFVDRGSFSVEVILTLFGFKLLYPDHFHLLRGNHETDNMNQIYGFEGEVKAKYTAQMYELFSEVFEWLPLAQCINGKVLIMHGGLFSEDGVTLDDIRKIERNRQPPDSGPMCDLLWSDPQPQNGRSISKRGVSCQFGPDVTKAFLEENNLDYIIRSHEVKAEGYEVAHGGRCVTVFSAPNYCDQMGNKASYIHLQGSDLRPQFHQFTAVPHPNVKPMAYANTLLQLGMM
# procasp7 counter: counter-screen for procaspase-3 activators: activators of human procaspase-7; activation, % at 8.5 µM; actives 0.093% (n = 330,000); P55210; recombinant procaspase-7, Ac-DEVD-pNA absorbance 405 nm; D23A/D198A/D206A triple mutant, cannot self-cleave; scale: DMSO 0, 5 µM enzyme 100; AID 463210;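 active = percent activation above the screen-wide mean plus 3 SD, cut at about 25% in these data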
# Target sequence (P55210 whole entry D23A/D198A/D206A): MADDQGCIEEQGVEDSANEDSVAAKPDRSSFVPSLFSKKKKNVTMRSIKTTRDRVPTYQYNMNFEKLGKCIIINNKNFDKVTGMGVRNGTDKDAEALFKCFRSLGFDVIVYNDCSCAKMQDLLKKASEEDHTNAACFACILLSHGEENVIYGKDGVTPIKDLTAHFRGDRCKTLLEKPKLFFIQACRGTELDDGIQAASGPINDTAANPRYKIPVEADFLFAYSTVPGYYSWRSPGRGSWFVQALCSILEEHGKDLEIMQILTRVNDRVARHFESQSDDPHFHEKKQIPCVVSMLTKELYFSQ
#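 Assay system – Uncleavable procaspase-7 mutant enzyme · Quantity – 2 µM procaspase-7 mutant as dispensed · Times – 1 h preincubation, 2 h reaction · Dosing – single nominal 8.5 µM compound dose, 0.8% DMSO final · Buffer or medium – Zinc-free 50 mM HEPES buffer, pH 7.4, with NaCl and Triton X-100 · Detection – Epi-absorbance of released pNA at 405 nm, two timepoints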
# VLA-4 inh: inhibition in a human VLA-4 binding assay | VLA-4 expressing cells, ligand binding flow cytometry | AID 2557 | actives 0.2% (n = 330,000) | inhibition, % (about 7 µM as worked out from the volumes in the protocol); in the data active = inhibition above about 50%
# HCV core dimer: HCV core protein dimerization inhibition; TR-FRET GST/Flag-core106 dimerization, 1536-well; inhibition, % at 5 µM; actives 0.33% (n = 300,000);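 active = inhibition above the mean of all tested compounds plus 3 SD, set per screening campaign, cut at about 45% in these data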
#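 System: GST/Flag-tagged HCV core106 proteins. Incubation: compound-protein-antibody incubation 4 h at 22.5 °C. Technique: HTRF with 340 nm excitation, 617/671 nm emission. Medium: KF-containing HEPES buffer, pH 7.45, DTT, CHAPS, BSA. Read-out: inhibition (%) from 671 over 617 nm ratio. Also added: Eu(K)-anti-GST 90 ng/mL plus XL665-anti-Flag 1 µg/mL.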
# GRK2 inh: human GRK2 inhibition via aptamer displacement | inhibition of aptamer binding, % at 10 µM | AID 488847 | bead flow cytometry, FAM-aptamer displacement from GRK2 | P25098 | actives 0.59% (n = 330,000);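 active = inhibition of aptamer binding above 40%, roughly 3 SD of noise, on plates passing a quality check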;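 note: median bead fluorescence of bound FAM aptamer so fluorescent compounds give negative values; no value below 0 was filed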
# proCasp3 act: activators of human procaspase-3; actives 0.11% (n = 330,000); P42574; AID 463141; activation, % at 8.5 µM; recombinant procaspase-3 D3A, Ac-DEVD-pNA absorbance 405 nm;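 active = activation above the mean of all tested compounds plus 3 SD, cut at about 21% in these data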;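 note: 0% = DMSO alone and 100% = DMSO wells spiked with extra 5 µM PC-3 D3A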
# Target sequence (P42574 whole entry D9A/D28A/D175A): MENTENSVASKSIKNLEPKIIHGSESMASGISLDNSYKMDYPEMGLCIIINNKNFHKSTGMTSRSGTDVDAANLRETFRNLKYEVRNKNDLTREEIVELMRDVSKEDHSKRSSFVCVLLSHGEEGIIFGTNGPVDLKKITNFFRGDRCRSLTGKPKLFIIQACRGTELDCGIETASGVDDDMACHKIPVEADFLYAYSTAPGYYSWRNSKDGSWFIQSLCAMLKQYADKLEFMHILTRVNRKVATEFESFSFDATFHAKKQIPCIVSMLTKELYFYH
#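 assay system = Procaspase-3 D3A mutant | signal = absorbance at 405 nm, 0 and 120 min | times = 1 h preincubation plus 2 h reaction at 25 °C | repeats = single replicate | read-out = % activation between DMSO and enzyme-spiked controls | medium = Zinc-free HEPES saline buffer with Triton X-100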
# PP1 inh: blocks human PP1-alpha phosphatase, a PP5 counter-screen | purified PP1alpha, OMFP fluorescence | inhibition, % at 6.7 µM | actives 0.9% (n = 320,000) | P62136;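 active = inhibition above the mean inhibition of all tested compounds plus 3 SD, computed separately for each screening campaign, cut at about 15% in these data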
# Starred values were filed as active, the others as inactive; · = no result given; & = joins results of further samples.
# The opening 3 records (preview)
(1) CCc1ccccc1NC(=O)CSc1nc2ccccc2n1CC(=O)N1CCCC1
(2) COc1ccc(NS(=O)(=O)c2ccc(N)cc2)nn1
(3) O=C(CCn1c(=O)oc2ccccc21)Nc1cccc(Cl)c1

assay / entry	1	2	3
CTSL1 counter	3	0	-5
JMJD2C inh	-9	-9&-28	1
PP5 primary	-0.9	0.4	3.4
procasp7 counter	-4	7	8
VLA-4 inh	10	9	-17
HCV core dimer	-4	11	8
GRK2 inh	0	4	2
proCasp3 act	-2	-12	-7
PP1 inh	4	0	-9

# The whole of this part, previewed entries included:
(1) CCc1ccccc1NC(=O)CSc1nc2ccccc2n1CC(=O)N1CCCC1
(2) COc1ccc(NS(=O)(=O)c2ccc(N)cc2)nn1
(3) O=C(CCn1c(=O)oc2ccccc21)Nc1cccc(Cl)c1
(4) CC(C)N(CCNC(=O)c1nn(Cc2ccccc2)c(=O)c2ccccc12)C(C)C
(5) COc1ccc(NS(=O)(=O)c2cc(NC(=O)c3sccc3C)ccc2N2CCOCC2)cc1
(6) Cc1ccc(S(=O)(=O)N2CCCCC2)cc1C(=O)NCC1CCCO1 (stereo not drawn)

assay / entry	1	2	3	4	5	6
CTSL1 counter	3	0	-5	7	-2	-3
JMJD2C inh	-9	-9&-28	1	7	7	-4
PP5 primary	-0.9	0.4	3.4	1.3	3.5	-1.0
procasp7 counter	-4	7	8	13	2	-12
VLA-4 inh	10	9	-17	4	4	6
HCV core dimer	-4	11	8	1	1	4
GRK2 inh	0	4	2	2	0	2
proCasp3 act	-2	-12	-7	2	14	1
PP1 inh	4	0	-9	-3	1	-2

(7) CC(C)(C)c1ccc(S(=O)(=O)N2CCN(C(=O)C3=COCCO3)CC2)cc1
(8) CCCn1c(NCc2cccs2)nc2ccccc21
(9) N=c1c(S(=O)(=O)c2ccc(Cl)cc2)cc2c(=O)n3ccccc3nc2n1C1CCCCC1
(10) Nc1nc(N)c(N=Nc2ccc(C(=O)O)cc2)c(N)n1
(11) COc1ccc2oc(C(=O)OCC(=O)c3ccc4c(c3)OCCO4)c(C)c2c1
(12) CC(C)(C)NC(=O)NC(=O)CN1CCN(Cc2ccccc2)CC1

assay / entry	7	8	9	10	11	12
CTSL1 counter	·	-3	0	3	-1	4
JMJD2C inh	-6	-34	0	11	1	10
PP5 primary	2.1	0.2	0.1	2.2	0.8	0.7
procasp7 counter	-1	-5	-4	8	5	8
VLA-4 inh	-12	-3	6	11	15	1
HCV core dimer	·	4	12	-10	-15	-3
GRK2 inh	0	0	3	13	0	3
proCasp3 act	-6	0	-3	-4	7	0
PP1 inh	0	0	1	-6	0	-3

(13) CCc1ccccc1NC(=O)CCNS(=O)(=O)c1ccc2c(c1)CCC(=O)N2
(14) O=C(Nc1cc(C(F)(F)F)ccc1Cl)C(Sc1nnc(-c2cccs2)o1)c1ccccc1 (stereo not drawn)
(15) Cc1cc(Cl)ccc1OCCCC(=O)N1CCN(C)CC1
(16) Cc1c(C(=O)Nc2ccccc2F)sc2ncn(CC(=O)N3CCOCC3)c(=O)c12
(17) CN(Cc1ccccc1)Cc1ccccc1F
(18) CCCOc1ccccc1C1NC(=O)NC(C)=C1C(=O)OCCOC(C)C (stereo not drawn)

assay / entry	13	14	15	16	17	18
CTSL1 counter	-2	1	-2	0	0	1
JMJD2C inh	-9	3	1	3	-2	-2
PP5 primary	-2.4	1.0	1.7	1.3	5.2	0.6
procasp7 counter	1	-16	1	11	9	-5
VLA-4 inh	19	18	5	11	2	24
HCV core dimer	-2	-3	-5	6	-5	0
GRK2 inh	0	2	0	0	0	0
proCasp3 act	2	-15	-4	2	-4	11
PP1 inh	0	2	-4	-1	0	-2

(19) Cn1c(=O)c2c(ncn2CCCc2ccccc2)n(C)c1=O
(20) Cc1cccc(N2CCN(S(=O)(=O)c3c(C)[nH]c(C)c3C(=O)N3CCCC3)CC2C)c1 (stereo not drawn)
(21) COc1ccccc1NC(=O)CSc1ccc2nnc(-c3ccccn3)n2n1
(22) CC(C)(C)NC(=O)Cn1nnc(-c2ccccc2NC(=O)c2cnccn2)n1
(23) N#Cc1ccccc1Sc1ccccc1C(=O)OCC(=O)NC1CCS(=O)(=O)C1 (stereo not drawn)
(24) COc1ccc(N(Cc2cc3ccc(C)cc3[nH]c2=O)C(C)=O)cc1

assay / entry	19	20	21	22	23	24
CTSL1 counter	0	-3	0	7	-3	1
JMJD2C inh	5	1	-3	4	9	-21
PP5 primary	1.9	0.4	-2.4	2.7	1.3	-0.4
procasp7 counter	2	9	3	-12	0	3
VLA-4 inh	6	20	-4	-2	7	2
HCV core dimer	-4	-5	1	6	-6	-1
GRK2 inh	1	2	3	0	0	0
proCasp3 act	9	9	7	8	6	-1
PP1 inh	-4	0	-2	0	-5	0

# Given with two lines to a compound: 3 of the compounds above
# Fields: CTSL1 counter	JMJD2C inh	PP5 primary	procasp7 counter	VLA-4 inh	HCV core dimer	GRK2 inh	proCasp3 act	PP1 inh
[7] CC(C)(C)c1ccc(S(=O)(=O)N2CCN(C(=O)C3=COCCO3)CC2)cc1
  ·	-6	2.1	-1	-12	·	0	-6	0
[12] CC(C)(C)NC(=O)NC(=O)CN1CCN(Cc2ccccc2)CC1
  4	10	0.7	8	1	-3	3	0	-3
[5] COc1ccc(NS(=O)(=O)c2cc(NC(=O)c3sccc3C)ccc2N2CCOCC2)cc1
  -2	7	3.5	2	4	1	0	14	1

# Further entries follow.
(25) O=C(/C=C/c1ccccc1)Nc1cccnc1
(26) O=C(NC1CCCc2ccccc21)C1CCC(CNS(=O)(=O)c2cccc3nsnc23)CC1 (stereo not drawn)
(27) COc1ccc(N(CC(=O)NCCc2ccc(C)cc2)S(=O)(=O)c2c(C)noc2C)cc1
(28) C=C(C)CN(CC)c1ccc(N2C(=O)CCCC2=O)cc1[N+](=O)[O-]
(29) O=C(Cc1ccccc1)NC(NNc1ccccc1)(C(F)(F)F)C(F)(F)F
(30) COCCCNC(=S)NC1CC2CCCC(C1)N2Cc1cccs1 (stereo not drawn)

assay / entry	25	26	27	28	29	30
CTSL1 counter	0	1	1	1	-1	2
JMJD2C inh	-8	-1	-1	10	1	4
PP5 primary	2.5	2.3	1.2	3.9	3.4	-0.5
procasp7 counter	6	-6	8	9	-4	-2
VLA-4 inh	5	17	-4	-9	-8	-3
HCV core dimer	9	5	2	-14	-2	-11
GRK2 inh	2	2	3	1	0	0
proCasp3 act	8	-4	7	1	-6	-4
PP1 inh	-2	0	-3	4	-6	-4

(31) O=C(NCc1cc([N+](=O)[O-])ccc1O)c1cc(-c2ccncc2)nc2ccccc12
(32) O=S(=O)(c1cc(Cl)ccc1Cl)N1CCN(Cc2ccco2)CC1
(33) COc1ccc(N2CCN(C(=O)c3ccc(CS(=O)Cc4ccc(Cl)cc4)o3)CC2)cc1 (stereo not drawn)
(34) CN(C)c1ccc(NC(=S)NC23CC4CC(CC(C4)C2)C3)cc1
(35) O=C(Nn1c(SCc2ccc([N+](=O)[O-])cc2)nc2ccccc2c1=O)c1ccc(F)cc1
(36) CCC1(CC)NC(=O)N(CC(=O)OCC(=O)Nc2cc(OC)ccc2OC)C1=O

assay / entry	31	32	33	34	35	36
CTSL1 counter	-2	0	-2	-7	5	·
JMJD2C inh	-1	6	-1	-6	0	3
PP5 primary	0.9	2.1	2.8	0.9	1.3	-1.1
procasp7 counter	-4	8	-2	-3	-7	-1
VLA-4 inh	-4	10	-10	-3	-2	24
HCV core dimer	-4	9	-1	-2	39	·
GRK2 inh	0	0	11	0	0	0
proCasp3 act	3	7	0	-7	-3	3
PP1 inh	4	1	-1	2	16*	-4

(37) COc1ccc(C2C(C(=O)N3CCOCC3)CCC(=O)N2c2cc(OC)c(OC)c(OC)c2)cc1 (stereo not drawn)
(38) Cc1nc(N2CCN(c3ccccc3)CC2)nc2c1C(=O)CCC2
(39) O=C(COc1cc(Cl)c(Cl)cc1Cl)Nn1cnnc1
(40) COCCCn1c(=O)c2sccc2n2c(CCCC(=O)NCc3cccc(OC)c3)nnc12
(41) CSc1nc(N2CCN(c3ccccc3)CC2)cc(N2CCN(c3ccccc3)CC2)n1
(42) CC(=O)c1ccc(N(CC(=O)NC2CCCCC2)C(=O)c2csnn2)cc1

assay / entry	37	38	39	40	41	42
CTSL1 counter	2	0	0	-1	-4	-1
JMJD2C inh	-29	0	18	9	2	-4
PP5 primary	-2.4	2.1	-0.2	3.4	0.8	-0.1
procasp7 counter	5	-1	14	11	2	2
VLA-4 inh	4	9	8	5	1	-1
HCV core dimer	3	-1	-3	-2	4	-2
GRK2 inh	0	0	0	1	1	2
proCasp3 act	0	3	4	3	8	0
PP1 inh	-3	2	1	-3	0	-3

(43) Cc1cc(C)c(C(=O)Nc2ccccc2)c(CC(C)(C)C(=O)O)c1
(44) CCC(c1nnnn1C1CCCC1)N1CCN(c2ccccc2F)CC1 (stereo not drawn)
(45) Cc1c(F)cccc1NS(=O)(=O)c1ccc2c(c1)n(C)c(=O)c(=O)n2C
(46) Fc1ccc(Cn2nnnc2CN2CCN(C3CCCC3)CC2)cc1
(47) COC(=O)Cc1c[nH]c2cccc(OCC(O)CN(Cc3ccc([N+](=O)[O-])cc3)C(C)(C)C)c12 (stereo not drawn)
(48) CCn1c(SCc2nc3ccccc3[nH]2)nnc1-c1ccccc1OC

assay / entry	43	44	45	46	47	48
CTSL1 counter	0	-3	-5	-1	1	0
JMJD2C inh	2	-2	0	-1	-3	1
PP5 primary	-1.2	0.8	1.8	1.9	4.0	-2.0
procasp7 counter	2	22	4	0	1	7
VLA-4 inh	0	28	7	19	-8	0
HCV core dimer	-3	1	-6	-2	1	-1
GRK2 inh	1	4	1	2	34	0
proCasp3 act	-5	4	1	-2	-3	3
PP1 inh	2	0	-1	3	5	0

(49) Cc1c(Cl)c([N+](=O)[O-])nn1CCCC(=O)N1CCN(c2ccccc2)CC1
(50) CN(C)c1ccc(C(CNC(=O)c2ccc(-c3ccccc3)cc2)N2CCOCC2)cc1 (stereo not drawn)
(51) COc1ccc(S(=O)(=O)N2CCCCC2)cc1NC(=O)CCc1nc2ccccc2c(=O)[nH]1
(52) O=C(Nc1cccc(F)c1)N1CC=C(n2c(=O)[nH]c3ccccc32)CC1
(53) Cc1cc(C)nc(Nc2n[nH]c(-c3ccccc3C)n2)n1
(54) O=C(O)CC1SC(=Nc2cccc(C(F)(F)F)c2)NC1=O (stereo not drawn)
(55) CCCCc1nc2cc(C(=O)N3CCCC(COC)C3)ccc2o1 (stereo not drawn)
(56) COC(=O)c1ccccc1NC(=O)CSc1nc(C)cc(C)n1

assay / entry	49	50	51	52	53	54	55	56
CTSL1 counter	-2	2	28*	6	0	5	1	1
JMJD2C inh	4	-11	2	1	-29	-10	-13	0
PP5 primary	3.0	0.9	-1.5	3.5	-0.3	-0.4	0.4	-1.0
procasp7 counter	-6	-3	3	3	4	2	3	4
VLA-4 inh	6	-5	-5	12	20	11	-1	-10
HCV core dimer	-7	-5	2	0	-1	-1	12	7
GRK2 inh	6	0	0	0	2	2	5	2
proCasp3 act	9	8	-9	-4	18	-3	8	1
PP1 inh	-1	10	-1	-1	-3	-4	-6	0
